From PubChem BioAssay
KCNK3 inh – human KCNK3 channel inhibition, primary screen; CHO-KCNK3 thallium flux, FluxOR fluorescence; stronger effect = lower value; B-score at 10 µM; 340,000 compounds, 0.84% hits;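 active means B-score under library mean minus 4 SD, starting fluorescence ratio at most library mean plus 5 SD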;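 further: more negative B-score means stronger inhibition of thallium flux through KCNK3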
Target sequence (O14649 whole entry, looked up): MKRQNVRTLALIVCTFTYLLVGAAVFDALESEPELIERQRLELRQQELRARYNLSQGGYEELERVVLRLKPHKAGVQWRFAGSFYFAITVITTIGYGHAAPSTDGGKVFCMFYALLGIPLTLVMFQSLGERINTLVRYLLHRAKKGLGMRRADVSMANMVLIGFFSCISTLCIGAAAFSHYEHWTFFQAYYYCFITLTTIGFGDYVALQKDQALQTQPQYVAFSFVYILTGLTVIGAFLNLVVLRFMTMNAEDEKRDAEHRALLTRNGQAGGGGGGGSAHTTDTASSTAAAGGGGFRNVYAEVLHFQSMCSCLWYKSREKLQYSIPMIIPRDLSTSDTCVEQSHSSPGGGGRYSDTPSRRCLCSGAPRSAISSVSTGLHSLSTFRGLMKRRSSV
Dyrk1A ADPGlo – blocks rat Dyrk1A kinase activity | Q63470 | 310,000 compounds, 0.43% hits | AID 504441 | ADP-Glo luminescence, NFATc1 peptide | inhibition, % at 12.5 µM; in the data active means inhibition above about 50%;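 further: plate controls were vehicle with enzyme for no effect and no enzyme for full effect; many of its hits are not listed in these tables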
An asterisk follows results filed as active; i = inactive. A portion of the library; the hit share may differ from the screen's.

The opening 23 entries as a preview:
SMILES	KCNK3 inh	Dyrk1A ADPGlo
CN(C)c1ccc(C=C2C=Cc3ccccc32)cc1	i	-4
CCC(CC)n1c(C)cc(=O)n1C(CC)CC	i	-1
CCN1C[C@@H]2[C@@H]3C(=O)N(C)C(=O)[C@@H]3[C@](C)(C1=O)N2C(=O)c1ccc(C(C)(C)C)cc1	i	0
Cc1nc2ccc(Cl)cc2[nH]1	i	17
COc1ccc(CC(=O)OC(C)C(=O)NC2CCCCC2C)cc1 (stereo not given)	i	-4
O=c1[nH]c(=O)n(C2CC(O)C(CO)O2)cc1I (stereo not given)	i	3
CC(=O)Nc1ccc(NC(=O)c2ccccc2-n2cnnn2)cc1	i	-8
Cc1ccc2c(Cl)c(C)c(N3CCOCC3)nc2n1	i	1
CC1(C)Cc2c(c(N3CCOCC3)nc3sc4c(NCCN)ncnc4c23)CO1	i	-1
CCN(CC)CCNC(=O)c1ccc(NC(=O)c2cccc(S(=O)(=O)N(C)C3CCCCC3)c2)cc1	i	8
COc1ccc(NC(=O)CSc2nc(N)cc(=O)[nH]2)cc1S(=O)(=O)N1CCCCC1	i	2
O=C(O)c1cc(N2N=C(C(F)(F)F)/C(=C/C=C/c3ccco3)C2=O)ccc1Cl	i	-6
CC(=O)C[C@@H](O)CC(=O)[C@@H]1OC(=O)[C@H](C)CCCCc2ccccc21	i	-3
O=C(OCCn1c(=S)sc2ccccc21)c1ccccc1	i	10
COc1ccccc1C=NNC(=O)NN=Cc1ccccc1OC	i	10
Cc1ccnc2c1ccc1cccnc12	i	29
O=[N+]([O-])c1ccc(N2CCOCC2)c([N+](=O)[O-])c1	i	3
CCCCNS(=O)(=O)c1ccc(Br)cc1N1CCC[C@H]1CO	i	-2
O=C(Nc1ccc(S(=O)(=O)N2CCOCC2)cc1)C1CCN(S(=O)(=O)c2ccc(Cl)cc2)CC1	i	7
c1ccc(CNCCCn2cnc3c(OCc4ccccc4)ncnc32)cc1	i	16
N#Cc1cccc(NC(=O)CNc2cc(S(=O)(=O)N3CCOCC3)ccc2N2CCCC2)c1	i	-9
COc1ccc(-c2nn(-c3ccccc3)cc2/C=N/Nc2cccc(C(=O)O)c2)cc1	i	6
O=C(Nc1cccc2ccccc12)N(c1ccccc1)c1ccccc1	i	6

The list itself, previewed entries included:
SMILES	KCNK3 inh	Dyrk1A ADPGlo
CN(C)c1ccc(C=C2C=Cc3ccccc32)cc1	i	-4
CCC(CC)n1c(C)cc(=O)n1C(CC)CC	i	-1
CCN1C[C@@H]2[C@@H]3C(=O)N(C)C(=O)[C@@H]3[C@](C)(C1=O)N2C(=O)c1ccc(C(C)(C)C)cc1	i	0
Cc1nc2ccc(Cl)cc2[nH]1	i	17
COc1ccc(CC(=O)OC(C)C(=O)NC2CCCCC2C)cc1 (stereo not given)	i	-4
O=c1[nH]c(=O)n(C2CC(O)C(CO)O2)cc1I (stereo not given)	i	3
CC(=O)Nc1ccc(NC(=O)c2ccccc2-n2cnnn2)cc1	i	-8
Cc1ccc2c(Cl)c(C)c(N3CCOCC3)nc2n1	i	1
CC1(C)Cc2c(c(N3CCOCC3)nc3sc4c(NCCN)ncnc4c23)CO1	i	-1
CCN(CC)CCNC(=O)c1ccc(NC(=O)c2cccc(S(=O)(=O)N(C)C3CCCCC3)c2)cc1	i	8
COc1ccc(NC(=O)CSc2nc(N)cc(=O)[nH]2)cc1S(=O)(=O)N1CCCCC1	i	2
O=C(O)c1cc(N2N=C(C(F)(F)F)/C(=C/C=C/c3ccco3)C2=O)ccc1Cl	i	-6
CC(=O)C[C@@H](O)CC(=O)[C@@H]1OC(=O)[C@H](C)CCCCc2ccccc21	i	-3
O=C(OCCn1c(=S)sc2ccccc21)c1ccccc1	i	10
COc1ccccc1C=NNC(=O)NN=Cc1ccccc1OC	i	10
Cc1ccnc2c1ccc1cccnc12	i	29
O=[N+]([O-])c1ccc(N2CCOCC2)c([N+](=O)[O-])c1	i	3
CCCCNS(=O)(=O)c1ccc(Br)cc1N1CCC[C@H]1CO	i	-2
O=C(Nc1ccc(S(=O)(=O)N2CCOCC2)cc1)C1CCN(S(=O)(=O)c2ccc(Cl)cc2)CC1	i	7
c1ccc(CNCCCn2cnc3c(OCc4ccccc4)ncnc32)cc1	i	16
N#Cc1cccc(NC(=O)CNc2cc(S(=O)(=O)N3CCOCC3)ccc2N2CCCC2)c1	i	-9
COc1ccc(-c2nn(-c3ccccc3)cc2/C=N/Nc2cccc(C(=O)O)c2)cc1	i	6
O=C(Nc1cccc2ccccc12)N(c1ccccc1)c1ccccc1	i	6
CC(=O)Nc1ccc2ccccc2c1[N+](=O)[O-]	i	21
CCOC(=O)c1cnn(CCOC(=O)c2cccs2)c1NC(=O)c1cccs1	i	4
COc1cc(C2C3=C(COC3=O)Oc3cc4c(cc32)OCO4)ccc1OC(C)=O (stereo not given)	i	0
COc1cccc(N2CCN(S(=O)(=O)c3ccc4ccccc4c3)CC2)c1	i	12
CCc1ccc(C(=O)NCC2(c3ccccc3)CCOCC2)o1	i	-2
Cc1cccc(CNc2ncnc3[nH]ncc23)c1	i	13
COc1cc(-c2cc(=O)c3c(C)cc(O)cc3o2)cc(OC)c1OC	i	-1
CCOC(=O)C1=CN(Cc2ccco2)S(=O)(=O)N(C)C1c1ccccc1 (stereo not given)	i	4
O=C(Nc1cccc(C(=O)NC2CC2)c1)c1ccc(F)c(S(=O)(=O)N2CCOCC2)c1	i	4
COc1ccc(CNC(=O)c2ccc(S(=O)(=O)NCc3ccco3)cc2)cc1	i	0
Cn1c(N)c(N=O)c(=O)n(C)c1=S	i	-1
C[C@H]1CN([C@@H](C)CO)C(=O)c2cccc(NC(=O)Nc3ccc(C(F)(F)F)cc3)c2O[C@@H]1CN(C)S(=O)(=O)c1ccccc1	i	0
O=C(c1cc2ccccc2o1)N1CCN(CCOc2ccccc2)CC1	i	10
CC[C@]1(C(=O)OC)[C@H]2C(=O)N(Cc3ccccc3)C(=O)[C@H]2[C@H]2CN=C(SCc3ccccc3)N21	i	0
CC12CCC(=O)C=C1CCC1C2C(O)CC2(C)C1CCC21OCC1=O (stereo not given)	i	-8
COC(=O)[C@]1(C)N[C@H](CN(C)C(=O)COc2ccccc2)[C@@H]2C(=O)N(C)C(=O)[C@@H]21	i	-2
CCOc1ccccc1NC(=O)/C=C/c1ccc(S(=O)(=O)N2CCOCC2)cc1	i	11
O=C(CC(O)(c1ccccc1)c1ccccc1)Nc1ccccn1	i	-4
C#CCOCCOCCOCCNc1nc(N2CCN(C(=O)[C@H](C(C)C)n3cc(CCO)nn3)CC2)nc(N2CCN(C(=O)[C@H](C)n3cc(CCCN=C(N)N)nn3)CC2)n1	i	7
O=C1OCCN1C(=O)[C@H]1[C@H](c2ccccc2)C(c2cccc(Cl)c2)=NN1c1ccccc1	i	-2
COCC(=O)n1nc(-c2ccc(C)cc2)nc1NCc1ccc(F)cc1	i	3
Cc1cc(C([O-])=C(C(=S)Nc2ccccc2)[n+]2ccccc2)c(C)n1-c1ccccc1	i	1
O=S(c1ccccc1O)S(=O)c1ccccc1O (stereo not given)	i	2
O=C(NC1CCN(Cc2ccccc2)C1)c1cccc(S(=O)(=O)N2CCOCC2)c1 (stereo not given)	i	-7
COc1ccc(/C=C/C(=O)OCC(=O)NC2CCS(=O)(=O)C2)cc1 (stereo not given)	i	4
C=C1CC(Cn2cc(Br)c(=O)[nH]c2=O)(c2ccc(-c3ccccc3)cc2)OC1=O (stereo not given)	i	3
O=S(=O)(Cc1ccccc1)CS(=O)(=O)Cc1ccccc1	i	-4

Additional compounds follow.
SMILES	KCNK3 inh	Dyrk1A ADPGlo
COCCS(=O)(=O)N(Cc1ccc(Br)cc1)[C@@H](C)C(=O)OC	i	4
CC(=NNC(=S)N1CCCCC1)c1cccc(C)n1	i	4
CN(C)S(=O)(=O)c1ccc(NC(=O)CN2CCCC2c2ccc3c(c2)OCCCO3)cc1 (stereo not given)	i	0
COC(=O)c1ccccc1S(=O)(=O)N1CCC(C(=O)OCC(=O)NC2CCCCC2C)CC1 (stereo not given)	i	4
COc1ccc(NC(=O)c2ccc(=O)[nH]c2)cc1S(=O)(=O)N1CCOCC1	i	-3
O=C(COC(=O)c1cccc(S(=O)(=O)N2CCCC2)c1)Nc1ccccc1Cl	i	-10
O=C1NC(=O)C(CSc2ccccc2)(c2ccccc2)N1 (stereo not given)	i	-2
CC1(C)NC(=O)N(CC(=O)OCC(=O)Nc2c(Br)cc([N+](=O)[O-])cc2Br)C1=O	i	-7
CCN(CC(=O)Nc1c(F)cccc1F)C(=O)c1nc2nc(C)cc(C)n2n1	i	-4
O=S(=O)(NNc1ncc(C(F)(F)F)cc1Cl)c1ccccc1	i	9
NC(N)=N/N=C(\N=Nc1ccccc1)c1ccc(Cl)cc1	i	15
O=C(c1ccc(N2CCCC2=O)cc1)N1CCN(c2cccc(C(F)(F)F)c2)CC1	i	-4
CC(C)(C)OC(=O)N[C@H]1C=C[C@H](OC(=O)CC(=O)OCC(F)(F)F)C1	i	4
CN(CCOc1ccc(Cl)cc1)C(=O)c1cccc(S(=O)(=O)N2CCN(Cc3ccccc3)CC2)c1	i	-4
COc1ccc2[nH]c3c(c2c1)CCN1C(=O)C(CC(=O)NCc2ccc(OC)c(OC)c2)C[C@H](C(=O)N(C(C)C)C(C)C)[C@@]31C (stereo not given in full)	i	-13
O=C(NNC(=O)c1ccncc1)Nc1ccc(N=Nc2ccccc2)cc1	i	7

Compound profiles, from the list above.
CC(C)(C)OC(=O)N[C@H]1C=C[C@H](OC(=O)CC(=O)OCC(F)(F)F)C1 as listed: KCNK3 inh = i; Dyrk1A ADPGlo = 4
CN(CCOc1ccc(Cl)cc1)C(=O)c1cccc(S(=O)(=O)N2CCN(Cc3ccccc3)CC2)c1 as listed: KCNK3 inh = i; Dyrk1A ADPGlo = -4
